# G9a inh – qHTS Assay for Inhibitors of Histone Lysine Methyltransferase G9a; AID 504332, 2011; 350,000 tested, 8.8% active; G9a H3K9 monomethylation, AlphaScreen, 2 h; Potency, µM (titrated, usually from 102 µM), inactives show at the highest dose activity, negative = inhibition, most hits filed as inhibitors; also: % is scaled to controls: 0 for no effect and ±100 for the full control effect; nearly all actives have a fitted effect of over 75% in size
#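 Quantitative HTS format: methyltransferase activity on a biotin-tagged H3K9 peptide is measured by AlphaScreen, using a rabbit anti-monomethyl-H3K9 antibody with streptavidin donor and anti-IgG acceptor beads. Final levels are 20 nM enzyme, 500 nM peptide, 20 uM SAM; 2 h RT.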
# Apoferritin bind – qHTS Assay for Identification of Novel General Anesthetics; apoferritin/1-aminoanthracene competitive binding, fluorescence; Ferritin light chain (Equus caballus), P02791; 350,000 tested, 0.074% active; Potency, µM (doses to about 77.5 µM), inactives show at the highest dose activity change, negative = displacement, usual class: inhibitors; also: % is scaled to controls: 0 for no effect and ±100 for the full control effect; nearly all actives have a fitted effect of over 20% in size
#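 Read-out: endpoint 1-AMA fluorescence, excitation 380 nm and emission 535 nm, after compounds sit 10 min at room temperature with 10 uM horse-spleen apoferritin in 50% saturated 1-AMA/PBS. Values come from four-parameter Hill fits.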
# APE1 inh – qHTS Assay for Inhibitors of the Human Apurinic/apyrimidinic Endonuclease 1 (APE1); DNA repair nuclease/redox regulator APEX1 (Homo sapiens), P27695; recombinant APE1, TAMRA/BHQ-2 abasic DNA cleavage fluorescence; Potency, µM (highest dose often 65.8 µM), without a hit: at the top dose activity change, negative = inhibition, hits mostly inhibitors; 350,000 tested, 0.35% active;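 also: plate controls were vehicle for no effect and reference inhibitor for full effect; nearly all actives have a fitted effect of over 55% in size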
#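 0.75 nM APE1 + cpd, 15 min RT; start w/ 50 nM TAMRA/BHQ-2 THF-abasic dsDNA; kinetic fluor 525/598 nm ×3 reads @60 s; Δ(read3−read1); normalized to DMSO and NSC13755 control wells.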
# POLI inh – qHTS for Inhibitors of Polymerase Iota. Pol iota fluorescent replication assay, 10 min. Potency, µM (series often up to 115 µM), without a hit: at the highest dose activity, negative = inhibition, usual class: inhibitors. 390,000 tested, 1% active. DNA polymerase iota (Homo sapiens), Q9UNA4
#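 Fluorescent replication assay read twice, at 0 min and 10 min after adding 50 nM (final) substrate. Enzyme (10 nM) and compounds were first incubated 15 min at room temperature; enzyme-free buffer wells were negative controls.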
# POLH inh – qHTS for Inhibitors of Polymerase Eta; DNA polymerase eta (Homo sapiens), Q9Y253; recombinant Pol eta, fluorescent DNA replication assay; Potency, µM (highest dose often 114 µM), inactives show at the highest dose activity change, negative = inhibition, hits mostly inhibitors; 390,000 tested, 1.2% active; AID 588591, 2011; also: % is scaled to controls: 0 for no effect and ±100 for the full control effect
#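 Pol eta (10 nM) was preincubated with compounds for 15 min at room temperature, after which fluorescent replication substrate (50 nM final) was added to start the reaction. Fluorescence was read kinetically at 0 and 10 min.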
# Pol beta inh – qHTS Assay for Inhibitors of DNA Polymerase Beta. P06746. Pol beta primer extension/strand displacement, fluorescence kinetic. Potency, µM (titrated, usually from 114 µM), for the others: at the highest dose activity change, negative = inhibition, usual class: inhibitors. 340,000 tested, 1.3% active; also: % is scaled to controls: 0 for no effect and ±100 for the full control effect
#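 Curves were derived by four-parameter Hill fits of normalized qHTS data. The kinetic fluorescent primer-extension read was taken at 0 and 10 min after 50 nM substrate, following a 15 min room-temperature preincubation of 10 nM enzyme with compounds.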
# BLM inh – qHTS Assay for Inhibitors of Bloom's syndrome helicase (BLM) | recombinant BLM DNA unwinding, fluorescence dequenching | Potency, µM (series often up to 56.1 µM), inactives show at the highest dose activity change, negative = inhibition, most hits filed as inhibitors | 350,000 tested, 0.2% active | AID 2528, 2010;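 also: plate controls were vehicle for no effect and no enzyme for full effect; nearly all actives have a fitted effect of over 35% in size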
# BAZ2B inh – qHTS Assay for Inhibitors of BAZ2B; Bromodomain adjacent to zinc finger domain protein 2B (Homo sapiens), Q9UIF8; Potency, µM (top dose mostly 114 µM), without a hit: at the top dose activity change, negative = inhibition, most hits filed as inhibitors; AID 504333, 2011; AlphaScreen BAZ2B-H3K14Ac peptide displacement; 360,000 tested, 4.4% active; also: % is scaled to controls: 0 for no effect and ±100 for the full control effect; nearly all actives have a fitted effect of over 60% in size
#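 In this displacement format the biotinylated H3(5-23) peptide acetylated at Lys14 serves as ligand at 50 nM, with BAZ2B at 50 nM in PBS pH 7.4 containing 0.01% Tween-20. Donor and acceptor beads are 10 ug/mL final.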
# POLK inh – qHTS for Inhibitors of Polymerase Kappa; purified Pol kappa, fluorescent DNA synthesis assay, 10 min; Potency, µM (titrated, usually from 107 µM), for the others: at the top dose activity, negative = inhibition, hits mostly inhibitors; 400,000 tested, 0.53% active; AID 588579, 2011; also: % is scaled to controls: 0 for no effect and ±100 for the full control effect
#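 Pol kappa 10 nM + cpd, 15 min RT; start w/ substrate 50 nM final; fluorescence kinetic read, 0 and 10 min. Neg ctrl: buffer, no enzyme.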
# The depositor's hits bear a star; u = inconclusive; x = no result given; & = joins results of further samples; [ ] = remark or other dose. Calls follow the shape of the dose curve; as a rule, active = well fitted curve in the direction sought with a large enough effect; inconclusive = small, poorly fitted or top-dose-only effect, or another doubt; inactive = no such curve, though single readings can be large; an effect the other way counts as inactive or inconclusive. Potency is read from the fitted curve at half-maximal effect. Only part of the results is shown; the hit share may differ from the screen's.
SMILES,G9a inh,Apoferritin bind,APE1 inh,POLI inh,POLH inh,Pol beta inh,BLM inh,BAZ2B inh,POLK inh
COc1ccc(C(=O)Nc2cc(Cl)ccc2-n2cncn2)c(OC)c1OC,-15%[12.7 µM],x,23%,28%,-19%,x,x,-1%,2%
Cc1c(C(=O)O)oc2ccc(S(=O)(=O)N3CCCC3)cc12,u,-5%,24%,24%,-2%,5%,-1%,u,-1%
CCN(CC)/[N+]([O-])=N/Oc1cc(O/N=[N+](\[O-])N(C)C)c([N+](=O)[O-])cc1[N+](=O)[O-],x,-15%,-3%,u,x,x,-3%,x,-10%
Cc1n[nH]c(C)c1S(=O)(=O)N1CCC(C(=O)O)CC1,46%[12.7 µM],-4%,-6%,-6%,-6%,6%,0%,-6%,2%
COc1ccc(NC(=O)c2nnn(CC(=O)Nc3ccc(C)c(C)c3)c2N)cc1OC,3%[59 µM],u,x,u,-15%,-1%,7%,38%,-8%[60.1 µM]
FC(F)(F)c1ccccc1-c1nccc(NCc2ccccc2)n1,x,u,-1%,x,x,x,-4%,x,-9%[60.1 µM]
Cc1ccccc1NC(=O)N1C2CCCC1CC(NC(=O)C(C)(C)C)C2 (configuration not stated),-7%,-3%,4%,32%[activator],-12%,58%,-3%,2%,-4%
CCOC(=O)c1c(C)[nH]c(C(=O)OC)c1CCC(=O)OC,-39%[12.7 µM],-17%,-4%,6%,7%,3%,4%,u,0%
COc1ccc(NC(=O)CN(C)CC(=O)N(C)C2(C#N)CCC(C)CC2)cc1 (configuration not stated),-12%[2.33 µM],x,45%,11%,1%,x,x,-1%,-18%
COc1ccc(-c2cc(C(=O)Oc3ccc(C)cc3)c3cc(C)ccc3n2)cc1,29%[59 µM],-9%,x,9%,-19%,11%,-4%,1%,-1%
Cc1ccc(S(=O)(=O)/C(C#N)=C/c2c(N3CCC(C(N)=O)CC3)nc3c(C)cccn3c2=O)cc1,29%[12.7 µM],u,-4%,18%,-19%,1%,3%,-9%,-5%
O=C(O)C1=CC(O)[C@@H](O)C(O)C1 (some centres not stated),x,3%,0%,x,x,x,-9%,x,-8%[60.1 µM]
Cc1cc(C)cc(N=C2SC(CC(=O)Nc3ccccc3)C(=O)N2CCN2CCOCC2)c1 (configuration not stated),50µM*,-16%,2%,166%[activator],u,3%,-5%,u,-20%
CCS(=O)(=O)N1Cc2ccccc2CC1C(=O)NCCc1c[nH]c2ccccc12 (configuration not stated),15%[59 µM],7%,-13%[12.4 µM],38%[activator],-11%,u,-5%,u,-12%
O=C(Cn1c(NCCCO)nc2ccccc21)c1ccc(Cl)cc1,x,-11%,-7%,6%,-5%,15%,3%,14%,-16%
CC(=O)NCCNc1nc2c(-c3ccccc3)nnn2c2ccccc12,6%,9%,60%[activator],-9%,-4%,2%,-7%,16%,-9%
COc1ccc(N2CCN(CCC(O)c3ccc4ccccc4c3)CC2)cc1 (configuration not stated),40µM*,-1%,-17%,3%,-11%,2%,-1%,22%,-19%
O=C(NCC(c1ccc2c(c1)OCO2)N1CCN(c2ccccc2)CC1)C(=O)Nc1ccc(F)cc1 (configuration not stated),1%[59 µM],-5%,x,-18%,-19%,36%,-1%,-1%,-2%[60.1 µM]
COc1ccc(NC(=O)C23CC4CC(CC(Cl)(C4)C2)C3)cc1S(=O)(=O)N1CCOCC1,x,x,2%,12%,-19%,x,x,x,-11%
O=C(Nc1nnc(-c2ccc(F)cc2)s1)Nc1ccccc1F,-3%,9%,-13%,-13%,-19%,2%,-5%,-15%,6%

# Overlap with the part before: 3 entries, then new ones.
SMILES,G9a inh,Apoferritin bind,APE1 inh,POLI inh,POLH inh,Pol beta inh,BLM inh,BAZ2B inh,POLK inh
O=C(NCC(c1ccc2c(c1)OCO2)N1CCN(c2ccccc2)CC1)C(=O)Nc1ccc(F)cc1 (configuration not stated),1%[59 µM],-5%,x,-18%,-19%,36%,-1%,-1%,-2%[60.1 µM]
COc1ccc(NC(=O)C23CC4CC(CC(Cl)(C4)C2)C3)cc1S(=O)(=O)N1CCOCC1,x,x,2%,12%,-19%,x,x,x,-11%
O=C(Nc1nnc(-c2ccc(F)cc2)s1)Nc1ccccc1F,-3%,9%,-13%,-13%,-19%,2%,-5%,-15%,6%
COc1ccccc1NS(=O)(=O)c1cc2c3c(c1)CC(=O)N3CCC2,23%,-9%,12%,18%,-6%,15%,2%,-2%,-9%
Cc1ccc(S(=O)(=O)NCc2ccc(C(=O)NC3CC3)cc2)cc1,17%,-12%,2%,36%[activator],-10%,0%,1%,-5%,2%
CCCCn1c(-c2cccc(F)c2)nc2c1c(=O)[nH]c(=O)n2CC(C)C,26%,-4%,4%,30%,-8%,44%,-2%,6%,0%
Cc1oc(-c2ccccc2)cc1C(=O)NC1CCN(Cc2ccccc2)CC1,9%,-4%,4%,1%[58.9 µM],-9%,-3%,-1%,1%,-13%
CC(C)C(C(=O)NCC1CCCO1)N(Cc1ccco1)C(=O)CNS(=O)(=O)c1ccccc1 (configuration not stated),9%,-9%,-2%,-1%,-12%,38%,2%,-6%,-8%
Cc1ccc(C)c(NC(=O)C2CCCN(S(=O)(=O)c3ccc4[nH]c(=O)ccc4c3)C2)c1 (configuration not stated),1%,u,3%,12%&36%,-9%&1%,-4%&1%,1%&-2%,-29%&-21%,0%&-5%
Cc1ccnc(N/C=C(\C#N)c2nc(-c3cccc(Br)c3)cs2)c1,u,-21%,-1%,u,-21%,35µM*,-7%,u,-4%
COc1ccccc1CNC(=O)CCNS(=O)(=O)/C=C/c1ccc(C)cc1,x,x,-2%,13%,-17%,x,x,x,-6%
CC1CN(C(=O)c2cccs2)CCN1C(=O)c1cccs1 (configuration not stated),4%[59 µM],-11%,29%,3%,5%,-11%,-1%,9%,-13%
O=C(NCC(c1ccco1)N1CCCCC1)c1cccc(S(=O)(=O)Nc2ccc(F)cc2)c1 (configuration not stated),-11%,x,-8%,30%[activator],-7%,x,x,u,-4%
CC(C)N(C(=O)COC(=O)[C@H](C)NC(N)=O)c1ccccc1,-2%,-6%,20%,163%[activator],11%,23%,-4%,6%,-19%
O=C(/C=C/c1ccc(N2CCC(c3ccccc3)=N2)cc1)c1ccccc1,-19%,u,5%,u,-15%,0%,-8%,11%,-15%
O=C(NC(Cc1ccccc1)C(=O)N1CCCC1C(=O)O)c1ccccc1 (configuration not stated),-20%[59 µM],-5%,14%,11%,-15%,4%,-2%,x,-3%
c1ccc2c(OCCCN3CCCCCC3)cccc2c1,x,-10%,-8%,-14%,-11%,51%,7%,56µM*,-6%
Cc1ccc(C)n1-c1cccc(C(=O)O)c1,4.5µM*,5%,1.8µM*,x,x,1µM*,u,7.1µM*,x
CCN(CC)CCNC(=O)Cn1cnc2sc(C)c(S(=O)(=O)N3CC(C)CC(C)C3)c2c1=O (configuration not stated),-29%,-13%,19%,23%,-15%,32%,-2%,3%,-11%
Cn1c(=O)n(CCc2ccccc2)c(=O)c2c1nc1n2CCCN1c1ccccc1,-7%,-5%,-1%,9%,12%,6%,-3%,u,-6%
Cn1cc(CN2CCN(c3cnccn3)CC2)c(-c2cccc(Cl)c2)n1,u,-6%,1%,43%[activator],-21%,20%,-4%,-30%,-4%
C=CCc1cc(Cl)ccc1OCCCNC(C)CC (configuration not stated),10µM*,-6%,-7%,21%,-13%,2%,3%,-31%,-19%
COc1cccc(-c2nc(-c3ccc4c(c3)NC(=O)CO4)cs2)c1,-4%[59 µM],8%,-12%,13%,-8%,0%,-4%,-12%,2%
CS(=O)(=O)N(CC(=O)NCc1ccco1)c1ccc(OCc2ccccc2)cc1,x,-5%,3%,u,-13%,16µM*,-1%,71µM*,-13%
Cc1ccc2nc(C)c(C(=O)N/N=C/c3ccc(N4CCOCC4)cc3)cc2c1,0%[59 µM],-9%,2%,134%[activator],u,54%,-2%,-2%,-11%
COc1ccccc1CNC(=O)CS(=O)Cc1nc(-c2ccccc2C)oc1C (configuration not stated),79µM*,-12%,3%,18%,2%,15%,-1%,-25%,-12%
COc1ccc(CNC(=O)C2CCN(C(=O)Cc3ccccc3)CC2)cc1,11%,-1%,3%,-1%,-4%,3%,-10%,15%,-6%
CC(C)(C)c1ccc(O)c(O)c1,9%[0.501 µM],x,-8%&-4%,29%,-18%,x,x,-8%,-1%
COc1ccc(/C=C/C(=O)NC(C)CCc2ccccc2)cc1OC (configuration not stated),7%,u,2%,23%,-12%,-3%,-10%,-35%,13%
CC(NC(=O)c1ccc2c(c1)C(=O)N(Cc1cccnc1)C2=O)c1ccccc1 (configuration not stated),x,-12%,11%,26%,-1%,-17%,-2%,-6%,-7%
COc1cccc(-n2nc(C(=O)O)c3ccccc3c2=O)c1,u,-1%,-1%,8%,-2%,-1%,1%,-12%,1%
CCCN(CCC)c1cc(C)nc2nc(-c3ccc(C(C)(C)C)cc3)nn12,-32%[59 µM],5%,x,18%,-8%,-4%,-2%,-1%,-17%
CC(=O)Nc1cccc(C(=O)OCC(=O)NCc2ccc(F)cc2)c1,-4%,-20%,-3%,69%[activator],-5%,1%,-1%,-3%,-10%
Cc1ccc(Cl)cc1NS(=O)(=O)c1cc2c3c(c1)CC(=O)N3CCC2,6%[59 µM],-2%,x,-7%,-9%,24%,2%,-8%,-8%[60.1 µM]
CCCCOc1ccc(C(=O)NCC(=O)OCC(=O)N2CCN(S(=O)(=O)c3ccc(C)cc3C)CC2)cc1,15%[59 µM],36%[activator],-5%,-9%,-14%,1%,-9%,3%,-12%
